TbMetRS inhib – blocks T. brucei methionyl-tRNA synthetase activity. purified T. brucei MetRS, ATP depletion, Kinase-Glo luminescence. inhibition, % at 11.9 µM. 0.4% of 360,000 active. AID 624268;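 active = inhibition above a per-plate cutoff of the control wells' mean inhibition plus 3 SD, cut at about 5.5% in these data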;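 also: 0% = DMSO wells median and 100% = median of wells with control inhibitor compound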
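Measured by: Kinase-Glo luciferase luminescence reporting remaining unconsumed ATP. Material: purified T. brucei MetRS enzyme. Doses: 11.9 µM compound single dose, 0.9% DMSO. Medium: HEPES buffer containing pyrophosphatase, BSA, spermine, DTT. Times: 15 min preincubation, 2 h reaction, all 25 °C. Reagent: methionine, ATP and bulk E. coli tRNA.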
MsrA inhibitor – inhibitors of bovine MsrA; inhibition, % at 15.5 µM; AID 651718; 0.75% of 360,000 active; purified bovine MsrA, absorbance read-out; in the data active = inhibition above about 4.5%;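 also: 0% = vehicle wells with enzyme and 100% = reference inhibitor wells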
PABP1 MLLE inh – blocks PAM2 peptide binding to the PABP1 MLLE domain. P11940. GST-MLLE / FITC-PAM2 fluorescence polarization. inhibition, % at 20 µM. 0.36% of 360,000 active. AID 588489; in the data active = inhibition above about 35%, passing the limit was not always enough;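 also: plate controls were DMSO wells with GST-MLLE for no effect and wells lacking GST-MLLE protein for full effect; some results filed as inactive read as strong as hits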
bovine MsrA act – activators of bovine methionine sulfoxide reductase A. 0.3% of 360,000 active. activation, % at 10.6 µM. purified bovine MsrA, absorbance read-out. AID 602163; in the data active = activation above about 7.5%;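 also: 0% = vehicle and 100% = reference activator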
CendR NRP1 mod – modulators of CendR peptide binding to human neuropilin-1; FAM-RPARPAR peptide binding to NRP-1, fluorescence polarization; inhibition, % at 25 µM; 0.85% of 360,000 active;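 active = inhibition or corrected inhibition above about 18%, plus a signal ratio from 0.5 to 1.5, limit read from the data, passing the limit was not always enough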; also: strong numbers were not always called active
eLon inh – E. coli protease La inhibition; purified E. coli Lon protease, fluorescence polarization; P0A9M0; 0.42% of 360,000 active; inhibition, % at 7.94 µM; in the data active = inhibition above about 13%, passing the limit was not always enough;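 also: 0% = enzyme with probe and DMSO and 100% = no enzyme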
Target sequence (P0A9M0 whole entry, looked up): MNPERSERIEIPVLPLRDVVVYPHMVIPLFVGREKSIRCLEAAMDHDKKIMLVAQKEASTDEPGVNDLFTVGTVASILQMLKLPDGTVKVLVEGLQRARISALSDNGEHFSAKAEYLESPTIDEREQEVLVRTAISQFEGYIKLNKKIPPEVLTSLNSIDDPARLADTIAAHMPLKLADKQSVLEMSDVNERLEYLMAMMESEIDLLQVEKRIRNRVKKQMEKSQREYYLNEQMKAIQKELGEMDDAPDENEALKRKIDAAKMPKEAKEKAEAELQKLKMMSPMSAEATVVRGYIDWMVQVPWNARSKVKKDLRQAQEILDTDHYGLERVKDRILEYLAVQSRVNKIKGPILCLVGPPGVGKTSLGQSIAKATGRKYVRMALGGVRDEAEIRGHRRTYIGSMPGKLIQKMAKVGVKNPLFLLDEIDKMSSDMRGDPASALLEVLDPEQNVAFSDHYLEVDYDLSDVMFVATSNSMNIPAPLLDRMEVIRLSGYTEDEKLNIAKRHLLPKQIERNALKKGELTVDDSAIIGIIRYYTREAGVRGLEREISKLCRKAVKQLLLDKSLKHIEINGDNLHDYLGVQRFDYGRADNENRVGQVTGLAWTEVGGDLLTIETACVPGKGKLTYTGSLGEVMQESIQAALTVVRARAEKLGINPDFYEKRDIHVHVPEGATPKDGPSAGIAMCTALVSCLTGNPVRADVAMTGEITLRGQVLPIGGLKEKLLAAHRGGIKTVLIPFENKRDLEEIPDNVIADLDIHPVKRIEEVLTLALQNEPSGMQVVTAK
FAS TE block – inhibitors of human fatty acid synthase thioesterase domain; inhibition, % at 15 µM; 0.67% of 360,000 active; recombinant FAS-TE, OMFH fluorogenic substrate, fluorescence endpoint; P49327; AID 602261;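 active = compounds whose normalised, plate-corrected inhibition of enzyme fluorescence in the single-dose primary screen is 50% or more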;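 also: 0% = DMSO with enzyme and 100% = substrate without enzyme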
MT1-MMP act inh – blocks activation of human MT1-MMP; 0.061% of 360,000 active; HT1080 RFP-PRO-GFP cells, GFP/RFP ratio fluorescence, overnight; percent of plate control window, DMSO zero; P50281; GFP/RFP ratio change, % at 20 µM;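 active = GFP/RFP ratio change of at least 30% with cell ATP level not reduced by more than half and red fluorescence within 50% of control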; also: strong numbers were not always called active
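Assay system: HT1080 cells carrying an RFP-PRO-GFP reporter | Dosing: Single dose of 20 µM compound, 1% DMSO final | Incubation: Cells overnight before dosing, compound overnight, 37 °C, 5% CO2 | Evaluation: GFP/RFP fluorescence ratio | Control set: DMSO and RFP-L50D-GFP cell wells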
SKN-1 block – inhibitors of C. elegans SKN-1; C. elegans VP596 Pgst-4::GFP/RFP ratio, acrylamide-induced, 24 h; inhibition, % at 21.8 µM; 0.49% of 360,000 active; AID 624304;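 active = interference check ratio from 0.5 to 1.5 plus GFP to RFP signal ratio inhibition reaching or exceeding a fixed threshold, cut at about 30% in these data, passing the limit was not always enough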; also: some compounds called inactive have numbers as strong as hits
* marks the source's active call; other numbers are inactive results; · = not tested or not shown.

Start of the data: the first four compounds, ahead of the listing:
SMILES	TbMetRS inhib	MsrA inhibitor	PABP1 MLLE inh	bovine MsrA act	CendR NRP1 mod	eLon inh	FAS TE block	MT1-MMP act inh	SKN-1 block
COc1ccc(OCCC(=O)NCC23CC4CC(CC(C4)C2)C3)cc1	-0.2	-0.5	2	-1	12	-9	19	-2	7
CCn1cc(CN2CCN(Cc3ccccc3)C(CCO)C2)c2ccccc21 (centres undefined)	-0.8	1.0	15	-2	-1	-11	-2	0	-11
COc1cc(CO)c(OC)c([N+](=O)[O-])c1	-0.1	0.5	15	-1	15	-9	-12	0	1
COc1ccc(C)cc1N(CC(=O)Nc1cccnc1)S(=O)(=O)c1ccc(C)cc1	-0.6	-0.5	8	-11	1	1	-2	-1	1

The listing, repeating the preview:
SMILES	TbMetRS inhib	MsrA inhibitor	PABP1 MLLE inh	bovine MsrA act	CendR NRP1 mod	eLon inh	FAS TE block	MT1-MMP act inh	SKN-1 block
COc1ccc(OCCC(=O)NCC23CC4CC(CC(C4)C2)C3)cc1	-0.2	-0.5	2	-1	12	-9	19	-2	7
CCn1cc(CN2CCN(Cc3ccccc3)C(CCO)C2)c2ccccc21 (centres undefined)	-0.8	1.0	15	-2	-1	-11	-2	0	-11
COc1cc(CO)c(OC)c([N+](=O)[O-])c1	-0.1	0.5	15	-1	15	-9	-12	0	1
COc1ccc(C)cc1N(CC(=O)Nc1cccnc1)S(=O)(=O)c1ccc(C)cc1	-0.6	-0.5	8	-11	1	1	-2	-1	1
O=C(Cc1ccc2cccnc2c1)c1ccc(O)cc1O	-0.2	5.0*	16	-16	-1	-3	-11	4	-5
CC1=C/C(=C/N(C)c2ccccc2)C(=O)S1	0.6	-0.4	39	-2	-6	-5	-10	-12	17
O=C(c1cccc(C(F)(F)F)c1)c1c[nH]c(C(=O)NCCCN2CCOCC2)c1	-0.5	-0.1	10	-3	0	1	0	0	17
O=C(NCCc1ccccc1)C1CCN(C2CCN(Cc3ccco3)CC2)CC1	-0.4	1.3	-4	-3	-18	-2	-1	0	-1
COc1cccc(CN(C)C(=O)CCc2nnc(-c3ccsc3)o2)c1	-1.4	-0.5	12	-6	8	-5	-5	1	5
Cc1ccc(N2C(=O)N(CC(=O)Nc3cccc(Cl)c3)C(=O)C2C)cc1 (centres undefined)	0.1	1.1	-3	-3	-10	-15	19	0	18
O=C(O)c1cccc(N2CCCCS2(=O)=O)c1	-0.5	0.5	11	0	8	0	-1	-5	2
COc1ccccc1C(=O)Nc1cc2ccccc2oc1=O	-0.9	·	-1	-4	12	-2	-5	-2	-15
COc1ccccc1CCNC(=O)C1CCN(c2nnc(C)c3c(C)n(-c4ccc(C)cc4)nc23)CC1	0.3	3.0	-20	-1	-15	-23	11	-7	19
Cc1ccc(CNC(=O)c2cccc(-n3cnnn3)c2)cc1	1.4	0.1	-18	-5	4	-4	35	-1	15
Cc1c(NC(=O)NC(=O)c2ccc(F)cc2)c(=O)n(-c2ccccc2)n1C	-0.8	0.4	-4	-3	11	-2	-6	2	-17
COc1ccc(C(=O)C2CCCN(C(=O)c3cc(C(C)C)no3)C2)cc1F (centres undefined)	-0.2	-0.4	4	-5	10	-6	1	2	1
Cc1ccc(NC(=O)c2nc[nH]c2C(=O)Nc2ccc(C)cc2)cc1	-1.3	-0.1	9	-4	-2	0	-8	6	2
O=C(O)CC1c2ccccc2CCN1S(=O)(=O)c1ccc(F)cc1 (centres undefined)	0.3	0.3	1	-2	8	-7	-4	0	17
Cc1cccc(N(CC(=O)NC2CCCCC2)C(=O)CCC(=O)Nc2nccs2)c1	-0.6	0.2	0	-4	2	0	0	0	13
O=C1N[C@@H](Cc2c[nH]c3ccccc23)COC(=O)[C@@H](Cc2ccc(F)cc2)CC/C=C/C[C@@H]1CC(=O)N(CCO)Cc1ccccc1	-0.1	2.1	-8	0	-5	-1	26	-8	8
COC(=O)c1ccc(C(=O)OC)c(NC(=O)C2CC(=O)N(C3CCCC3)C2)c1 (centres undefined)	-0.3	0.6	-9	-4	14	4	-2	3	3
CC(C)C(NC(=O)c1ccco1)C(=O)OCC(=O)N1CC(=O)Nc2ccccc21 (centres undefined)	-0.1	-0.6	-2	2	5	-2	-4	7	2
O=C(Nc1ccc(Cl)cc1)Nc1ccc2c(c1)N1CCN=C1S2	-0.2	1.9	4	-14	0	-4	-153	4	29
CC(=O)Nc1ccc(NC(=O)c2ccc(CSc3ccccc3)o2)cc1	-0.3	0.7	6	-9	-2	8	0	3	-11
Cn1c2ccccc2c2nnc(NN)nc21	-0.8	2.2	-13	-4	-4	-5	-4	7	-9
O=C(NC(=S)Nc1cccc(C(F)(F)F)c1)c1csnn1	-0.5	2.8	29	-1	10	-1	8	3	12
COc1ccc2nc(NC(=O)CCNS(=O)(=O)c3ccc4c(c3)oc(=O)n4C)sc2c1	-0.5	-0.8	3	-10	13	7	4	-2	-7
Cc1ccc(CNC(=O)CN2C(=O)NC(C)(c3cccc(Br)c3)C2=O)cc1 (centres undefined)	1.1	0.7	1	-1	2	-6	2	2	10
CC(C)NC(=O)N1CCC(n2nccc2NC(=O)CCOc2ccccc2)CC1	0.2	1.3	10	5	15	-3	-6	1	7
NC(=O)c1cccnc1Oc1cccc(Cl)c1	-0.7	-0.6	11	-2	3	-13	-6	0	-5
CC(C)(C)C(=O)N1CCN(C(=O)c2ccco2)CC1	-0.5	-0.7	-10	-1	4	5	-6	2	-20
COCCOc1cc(NC(=O)c2ccccc2)c(Cl)cc1Cl	-0.2	0.6	4	-1	8	8	2	2	-4
CCC(C)n1cnc2c(c1=O)c1nc3ccccc3nc1n2Cc1ccc(OC)cc1 (centres undefined)	0.3	-0.5	2	0	-11	-3	26	0	31
O=C(CN1C(=O)NC2(CCCc3ccccc32)C1=O)NCCc1ccc(F)cc1 (centres undefined)	0.0	-0.8	12	-2	-2	2	-3	1	23
Cc1ccc(NC(=O)CCC(=O)Nc2ccc(C)cc2)cc1	0.6	-1.2	13	-2	6	3	-5	0	15
COc1ccc(CCNC(=O)c2cc(-c3ccccc3)on2)cc1OC	-0.3	0.0	4	1	2	-8	-3	9	17
c1cc(C2OCCO2)cs1	0.1	-1.1	8	-2	-14	-10	-7	-4	-12
O=S(=O)(c1ccccc1)N1CCN(S(=O)(=O)N2CCCCCC2)CC1	0.1	-2.2	15	-2	14	3	0	-2	10
CCc1noc(C)c1C(=O)N1CCCC(N2CCN(c3ccc(F)cc3)CC2)C1 (centres undefined)	-0.9	0.2	-7	-11	0	1	1	1	-15
O=C(CSC1=NS(=O)(=O)c2cc(Cl)ccc2N1)Nc1cccc(F)c1	0.8	0.3	-2	-3	-16	-2	1	-1	-2
NC(=O)CSc1nnc(-c2cccnc2)n1Cc1ccccc1	-0.6	-0.2	-23	0	4	2	-7	-5	6
CN(C)S(=O)(=O)c1ccc(C(=O)OC2CCOC2=O)cc1 (centres undefined)	0.8	-0.9	-3	-2	4	-14	-3	1	9
O=C(CN(c1ccc(F)cc1)S(=O)(=O)c1ccccc1)NCCSC1CCCCC1	-0.1	-0.1	8	0	-9	-7	26	2	6
CCOC(=O)c1ccc[n+]([O-])c1	-0.1	0.7	-2	0	8	-4	-6	1	5
COc1cccc(CC(CC(=O)O)C(=O)Nc2cc(C)ccc2C)c1 (centres undefined)	0.1	-1.0	-3	0	7	-5	-2	-2	4
CC(=O)c1cccc(NC(=O)c2ccc3c(c2)C(=O)N(Cc2cccnc2)C3=O)c1	0.3	-0.1	0	-7	-6	-10	-4	-1	21
CCOC(=O)CC(NC(=O)c1ccc(C)cc1)c1ccc(OC)cc1 (centres undefined)	-0.7	0.9	-4	-2	0	7	0	4	1
CC(=O)Nc1ccc(S(=O)(=O)NC2(C(F)(F)F)NC(=O)N(C3CCCC3)C2=O)cc1 (centres undefined)	-0.4	-0.3	7	-1	5	0	-4	0	-15
O=C(Nc1ccccc1F)c1csc(COCCO)n1	-0.3	-0.4	11	-9	-3	14	-8	-7	11
CCCc1nc(SCC(=O)NC2CCCC2)c2ccccc2n1	-0.4	-1.3	12	0	1	2	0	-4	12
CC(=O)Nc1cccc2ccc(O)cc12	-0.5	1.7	6	-1	-7	0	-1	·	0
O=C(Cn1cnc2cc([N+](=O)[O-])ccc2c1=O)Nc1ccc2c(c1)CCC2	-0.3	0.6	-15	-3	-8	-7	10	1	6
COc1ccc(CC(=O)NC(=S)Nc2ccc(S(N)(=O)=O)cc2)cc1	-0.4	0.0	20	3	0	-9	-4	-4	1
CC(C)(C)OC(=O)N1CCC(Cc2cc(-c3ccccc3)no2)(C(=O)O)CC1	0.2	-0.5	-13	-3	-2	-4	-2	5	6
COc1cc(OC)cc(C(=O)Nc2ccc(S(=O)(=O)Nc3cc(C)on3)cc2)c1	0.6	0.3	16	-5	4	0	-10	0	0
CC(=O)Nc1nnc(C2=COCCO2)o1	-0.5	-1.5	-2	-4	-5	4	-4	-3	4
CSc1ccccc1OCc1cc(C(=O)N(C)CC2COCCO2)no1 (centres undefined)	-0.6	-0.6	6	2	17	8	-5	-2	2
Cc1nnc(SCc2ccc(C(=O)O)cc2)s1	-1.3	0.3	3	-13	-28	5	-3	-2	-13
O=C1COc2ccc(C(=O)COC(=O)c3ccc([N+](=O)[O-])cc3Cl)cc2N1	0.1	0.4	-14	0	-18	3	36	3	13
CCCOc1ccc(/C=C/C(=O)N2CCN(C(=O)c3ccco3)CC2)cc1OC	0.0	3.3	9	-2	7	-13	-7	0	6
Further entries
SMILES	TbMetRS inhib	MsrA inhibitor	PABP1 MLLE inh	bovine MsrA act	CendR NRP1 mod	eLon inh	FAS TE block	MT1-MMP act inh	SKN-1 block
N#CC1=C(N)OC2=C(CC/C2=C\c2ccccc2)C1c1ccccc1 (centres undefined)	-0.2	1.1	73	-1	67	-222	-82	-226	32
Cc1nc2ccccc2c(=O)n1NC(=O)C1CCCCC1	-1.1	0.0	0	-5	-5	-6	-7	6	2
CC1=C(C(=O)OCc2ccccc2)C(c2cccs2)N2C(=O)CCSC2=N1 (centres undefined)	-0.9	0.2	-78	-8	15	8	19	-3	-11
CCOc1ccccc1CNC(=O)C1CCN(C(=O)N2CC(C)Oc3ccc(C)cc32)CC1 (centres undefined)	-0.4	-0.1	-3	-3	0	-1	0	7	-8
Cc1ccccc1-c1nc(S(=O)(=O)c2ccccc2)c(N2CCCC2)o1	-0.4	0.2	42*	-3	-7	1	27	-4	3
CCc1nnc(NC(=O)CSc2nc(C)c3c(c2C#N)CCCC3)s1	-0.3	·	7	15*	-3	-2	30	5	0
CCOc1ccccc1Oc1ccc(C(F)(F)F)cn1	-0.5	0.7	18	4	11	2	-1	4	5
Oc1ccc(C=NNC(=S)Nc2ccccc2)nc1	-0.2	3.9	32	-3	6	-3	-6	6	45*
Cc1ccc(NC(=O)CSC2=NN3CCCC(=O)N=C3S2)cc1Cl	-0.1	-0.7	8	-2	-1	-5	2	-2	9
COCCCNC(=O)Cn1cc2c(n1)CCC(C)C2 (centres undefined)	-0.2	0.5	0	-3	2	-7	-7	0	1

Single records, as listed above. Screens in order: TbMetRS inhib	MsrA inhibitor	PABP1 MLLE inh	bovine MsrA act	CendR NRP1 mod	eLon inh	FAS TE block	MT1-MMP act inh	SKN-1 block
Cc1c(NC(=O)NC(=O)c2ccc(F)cc2)c(=O)n(-c2ccccc2)n1C as listed: -0.8	0.4	-4	-3	11	-2	-6	2	-17
COc1ccc(CC(=O)NC(=S)Nc2ccc(S(N)(=O)=O)cc2)cc1 as listed: -0.4	0.0	20	3	0	-9	-4	-4	1
